Screening data: PubChem, National Center for Advancing Translational Sciences (NCATS)
D1 antag: blocks dopamine activation of the human D1 receptor | HEK293 TREx D1 cells, calcium flux, dopamine EC80; stronger effect = lower value | P21728 | activity change, negative = inhibition, % at 10 µM | 360,000 compounds, 3.2% hits; in the data active = activity change below about -30%; note: % is set by controls: 0 for no effect and ±100 for the full control effect
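Tetracycline-induced HEK293 T-REx cells with force-coupled D1 receptor were loaded with a no-wash calcium dye. Compound was added after a 10 s baseline and read kinetically for 180 s; EC80 dopamine was then added and calcium flux followed another 180 s.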
D1 agonist: human D1 receptor agonism; P21728; HEK293 T-REx D1 cells, calcium flux, agonist mode; activation, % at 2 µM; 360,000 compounds, 1% hits; AID 504660; in the data active = activation above about 30%; note: 0% is about no effect
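Inducible HEK293 T-REx D1 cells, force-coupled to calcium signalling, were plated at 4000 cells/well with tetracycline and held overnight at 30 C. After no-wash calcium dye loading, compound-evoked calcium rise over 180 s flagged agonists.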
GRP78 ERSR act: ER stress response induction in glioma; U87-MG GRP78 promoter luciferase reporter, 16 h; Potency, µM, inactives show at the top dose activation, hits mostly activators; 420,000 compounds, 0.02% hits; AID 602332; note: potency is the fitted concentration of half-maximal effect; series mostly up to about 76 µM; % of control where 0% means no effect; nearly all actives have a fitted effect of over 35% in size
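Stably transfected U87-MG glioma cells carrying a GRP78-based luciferase sensor; 16 h compound incubation. Luminescence end-point read 10 min after Bright-Glo addition at room temperature.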
Vif-APOBEC3F blk: Vif-A3F binding inhibition | HeLa A3F-eYFP + Vif (tagged APOBEC3F with the HIV-1 protein that degrades it), YFP fluorescence increase | 390,000 compounds, 0.2% hits | AID 602313 | Potency, µM (titrated, usually from 46.1 µM), without a hit: at the top dose activity, negative = active; note: potency is the fitted concentration of half-maximal effect; % of control where 0% means no effect; nearly all actives have a fitted effect of over 65% in size
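HeLa cells stably expressing Vif plus C-terminally eYFP-tagged A3F were seeded, incubated overnight at 37 deg C, dosed with compound, incubated overnight again at 37 deg C. Yellow fluorescence (Ex 488/Em 500-530) reported blocked Vif-mediated A3F-eYFP degradation.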
LDHA block: inhibitors of human lactate dehydrogenase A | purified LDHA, NADH/diaphorase-resazurin fluorescence; stronger effect = lower value | activity change, % (values are at about 110 or 230 µM) | P00338 | 480,000 compounds, 0.15% hits | AID 1347041; in the data active = activity change below about -30%; inconclusive = mostly about -25% to -30%;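 note: plate controls were DMSO wells for no effect and wells without enzyme for full effect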
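LDH5 2 nM; NADH 0.06 mM, pyruvate 0.2 mM; 200 mM Tris pH 7.4, EDTA, Tween-20; 5 min RT. Detection: diaphorase 0.133 mg/mL + resazurin 37 µM, fluorescence ex540/em590 at 0 and 20 min; normalized to enzyme-free and DMSO wells.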
RXFP1 agonist: agonists of human relaxin receptor RXFP1. 370,000 compounds, 0.3% hits. Q9HBX9. Potency, µM (highest dose often 57.5 µM), for inactives: at the highest dose activation, hits mostly activators. HEK293T-RXFP1 cAMP TR-FRET, 30 min; response scale: percent of porcine relaxin response, buffer zero; note: potency is the fitted concentration of half-maximal effect; % is set by controls: 0 for no effect and ±100 for the full control effect; nearly all actives have a fitted effect of over 60% in size; many of its hits are not listed in these tables
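Agonist response is measured as cAMP accumulation in an RXFP1-transfected HEK293T line under PDE4 inhibition. Values are scaled between buffer-only and 29 nM porcine relaxin, and EC50s come from standard Hill equation fits.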
D1 potentiator: potentiators of human D1 dopamine receptor; P21728; HEK293 TREx D1 cells, calcium flux, dopamine EC20 potentiation; potentiation, % at 10 µM; 360,000 compounds, 0.036% hits; in the data active = potentiation above about 30%; note: 0% is about no effect
D2 PAM: positively modulates the human D2 dopamine receptor allosterically; P14416; HEK293 T-REx D2, calcium flux, EC20 dopamine potentiation; potentiation, % at 10 µM; 340,000 compounds, 0.34% hits; AID 485347;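 active = potentiation over 3 SD above the plate norm, cut at about 30% in these data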; note: 0% is about no effect
Target sequence (P14416 whole entry, looked up): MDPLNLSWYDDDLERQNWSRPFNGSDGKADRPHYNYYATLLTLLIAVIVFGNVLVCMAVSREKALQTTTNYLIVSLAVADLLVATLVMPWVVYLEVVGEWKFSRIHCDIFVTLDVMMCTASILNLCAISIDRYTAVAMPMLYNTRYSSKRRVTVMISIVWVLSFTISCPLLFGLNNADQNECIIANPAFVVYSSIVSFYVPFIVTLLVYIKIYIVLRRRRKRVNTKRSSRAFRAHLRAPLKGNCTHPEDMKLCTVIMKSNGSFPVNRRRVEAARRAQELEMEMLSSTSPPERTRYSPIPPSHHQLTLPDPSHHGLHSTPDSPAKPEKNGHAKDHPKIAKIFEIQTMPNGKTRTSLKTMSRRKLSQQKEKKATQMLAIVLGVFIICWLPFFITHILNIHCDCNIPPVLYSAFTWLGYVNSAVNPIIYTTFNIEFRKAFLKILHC
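Potentiation of an EC20 dopamine calcium response measured kinetically over 180 s, after a preceding 180 s compound-only read flagging agonists. Cells: inducible Hek293 Trex D2 line, 4000/well, cultured overnight at 30 C before dye loading.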
Vif-APOBEC3G blk: Vif-A3G binding inhibition. Q9HC16. HeLa A3G-eYFP + Vif (tagged APOBEC3G with the HIV-1 protein that degrades it), YFP fluorescence, overnight. Potency, µM (top dose mostly 46.1 µM), for inactives: at the highest dose activity, negative = active, actives largely listed as inhibitors. 410,000 compounds, 0.076% hits. AID 602310;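 note: potency is the fitted concentration of half-maximal effect; % is set by controls: 0 for no effect and ±100 for the full control effect; nearly all actives have a fitted effect of over 60% in size; hits raise eYFP signal because A3G escapes Vif-driven loss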
Target sequence (Q9HC16 whole entry, looked up): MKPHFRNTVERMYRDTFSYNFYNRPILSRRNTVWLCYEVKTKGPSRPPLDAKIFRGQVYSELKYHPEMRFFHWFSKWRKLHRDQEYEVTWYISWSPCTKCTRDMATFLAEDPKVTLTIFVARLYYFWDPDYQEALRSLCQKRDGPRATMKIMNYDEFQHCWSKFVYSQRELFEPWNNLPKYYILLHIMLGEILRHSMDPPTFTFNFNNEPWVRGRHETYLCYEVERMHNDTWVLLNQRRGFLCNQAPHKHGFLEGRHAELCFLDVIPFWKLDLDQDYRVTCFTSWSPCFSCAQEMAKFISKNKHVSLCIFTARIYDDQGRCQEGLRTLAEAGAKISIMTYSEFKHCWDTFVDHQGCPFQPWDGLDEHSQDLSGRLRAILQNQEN
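Read-out is eYFP fluorescence (Ex 488/Em 500-530) from Vif-expressing HeLa A3G-eYFP cells; more signal means A3G escaped Vif-mediated degradation. Cells plated overnight, compound pinned in, incubated overnight at 37 deg C.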
* = called active by the depositor; u = inconclusive; x = no result given; & = joins results of further samples. Unless noted, calls come from the whole dose curve; as a rule, active = well fitted curve in the direction sought with a large enough effect; inconclusive = small, poorly fitted or top-dose-only effect, or another doubt; inactive = no such curve, though single readings can be large; an effect the other way counts as inactive or inconclusive. An excerpt. The share of hits here may be higher or lower than overall.

Start of the data: the first 2 entries, ahead of the listing:
SMILES | D1 antag | D1 agonist | GRP78 ERSR act | Vif-APOBEC3F blk | LDHA block | RXFP1 agonist | D1 potentiator | D2 PAM | Vif-APOBEC3G blk
O=C(CCC1CCN(Cc2ccc(C#CCCO)cc2)CC1)NC1CC1 | -18 | -2 | 0% | 0% | -2 | -3.6% | -7 | 12 | -1%
CC1=NC(=O)C(N=Nc2ccccc2)N1c1ccccc1 (stereo not given) | 0 | -1 | 2% | -2% | -1 | -1.0% | 2 | -5 | 2%

The whole of this part (from the top)
SMILES | D1 antag | D1 agonist | GRP78 ERSR act | Vif-APOBEC3F blk | LDHA block | RXFP1 agonist | D1 potentiator | D2 PAM | Vif-APOBEC3G blk
O=C(CCC1CCN(Cc2ccc(C#CCCO)cc2)CC1)NC1CC1 | -18 | -2 | 0% | 0% | -2 | -3.6% | -7 | 12 | -1%
CC1=NC(=O)C(N=Nc2ccccc2)N1c1ccccc1 (stereo not given) | 0 | -1 | 2% | -2% | -1 | -1.0% | 2 | -5 | 2%
Cc1ccc(-c2cc(Cc3cccs3)c(=O)[nH]n2)cc1 | 10 | 0 | 2% | 6% | -3 | -4.0% | -6 | 4 | -6%
COc1ccc(C(=O)NCC(C)(C)N2CCOCC2)cc1S(=O)(=O)N1CCCC1 | 8 | 2 | -2% | 0% | -1 | -0.6% | -10 | -9 | -1%
O=C(NCC(c1ccco1)N1CCOCC1)c1ccc(F)c(F)c1 (stereo not given) | 11 | 0 | 1% | 4% | -4 | 2.7% | -10 | 8 | 0%
O=C1NC[C@H](c2ccccc2)N(CC2CCCCC2)C1=O | 6 | 3 | -4% | -5% | -4 | -4.7% | -1 | 3 | 0%
Cc1ccc(S(=O)(=O)N2CCCC(C(=O)NCCCN3CCCCC3C)C2)cc1 (stereo not given) | 6 | 1 | -1% | -4% | 4 | -0.7% | -1 | -15 | 1%
CCOC(=O)N1CCC(NCCNC(=O)c2cccc(F)c2)CC1 | -24 | 3 | 1% | 0% | 0 | -0.1% | 2 | -24 | -1%
C/C(Cl)=C\C[N+](C)(C)CC(=O)OCCc1ccccc1 | 3 | 2 | 0% | 15% | -5 | 1.3% | -3 | 13 | 5%
COC(=O)c1ccc(-n2cnc(Cl)n2)c(F)c1 | x | x | -1% | 3% | -2 | 0.4% | x | x | -1%
CCOC(=O)c1ccc(S(=O)(=O)N2CCN(CC(O)COc3ccc(C#N)cc3)CC2)cc1 (stereo not given) | -12 | 6 | -2% | 0% | -9 | 0.1% | -8 | -2 | 1%
CCOC(=O)C1=C(COC(=O)/C=C/c2ccc(OC)c(OC)c2)NC(=O)NC1C (stereo not given) | 3 | 2 | -2% | -3% | -3 | -0.4% | 2 | 15 | 0%
CCN1C(=O)/C(=C2\SC(=S)N(c3c(C)n(C)n(-c4ccccc4)c3=O)C2=O)c2ccccc21 | 1 | 4 | -3% | -14% | 5 | 0.9% | -1 | x | 2%
O=C1c2ccccc2C(=O)c2c1ccc(O)c2O | x | x | 0%&-5%&-2% | 3% | 5 | x | x | x | 1%
CCCN1CCN(C(=O)Nc2cccc(C(F)(F)F)c2)CC1 | 0 | 10 | -2% | 6% | -3 | 0.3% | -3 | -11 | 1%
CC(=O)c1ccc(N(CC(=O)NC2CCCCC2)C(=O)CNC(=O)c2cccs2)cc1 | 6 | 3 | -6% | 4% | 0 | 2.9% | 0 | -14 | -2%
CC1CCC2(CC1)NC(=O)N(NC(=O)CSc1nnc(NC3CC3)s1)C2=O (stereo not given) | 2 | 1 | -3% | 11% | -20 | -2.3% | -3 | 11 | 0%
CN1C(=O)c2ccccc2Sc2ccc(NC(=O)N3CCN(c4cccc(Cl)c4)CC3)cc21 | -28 | 2 | -2% | 5% | -12 | -5.0% | -2 | 1 | 4%
O=C(COc1ccc(Cl)c2cccnc12)N1CCOCC1 | 46 | 13 | -2% | 1% | -11 | 1.2% | x | 5 | -2%
COc1ccc(CNC(=O)c2cccc(-c3ccc(C)c4ccccc34)n2)cc1 | -6 | 13 | -7% | 9% | -2 | -0.8% | 0 | 1 | -18%
CC(c1ccccc1)C1NC(C(=O)O)CS1 (stereo not given) | x | x | -1% | -5% | -3 | 0.5% | x | x | 1%
COc1ccc(Oc2nc(-c3ccncc3)nc3ccccc23)cc1 | 2 | 0 | -2% | 0% | -12 | 2.4% | -2 | -1 | 0%
COCC(C)N=CC1=C(O)CC(C)(C)CC1=O (stereo not given) | 10 | 1 | -1% | -1% | -3 | 1.7% | -5 | -11 | -4%
Cc1ccc(S(=O)(=O)N2CCOCC2)cc1NC(=O)CSc1nc(N)cc(N)n1 | -6 | 1 | -5% | -14% | -3 | 2.1% | 4 | -3 | 2%
CCn1c(COc2cccc(C)c2C)nnc1SCC(=O)Nc1cc(C)on1 | -16 | 2 | 0% | 9% | -6 | 0.8% | -4 | 8 | 3%
Additional results follow:
SMILES | D1 antag | D1 agonist | GRP78 ERSR act | Vif-APOBEC3F blk | LDHA block | RXFP1 agonist | D1 potentiator | D2 PAM | Vif-APOBEC3G blk
CCOc1ccc(N2C(=O)CC(Sc3nc(O)c(CC)c(=O)[nH]3)C2=O)cc1 (stereo not given) | x | x | -4% | -49% | -6 | x | x | x | 2%
CNC(=O)c1sccc1SCc1ccc(Cl)cc1Cl | 11 | 2 | -2% | -10% | -2 | -0.8% | -8 | 9 | 9%
CCn1c(=O)c2ccccc2n(Cc2ccccc2C)c1=O | 17 | 0 | -6% | -8% | -11 | 0.9% | -5 | 0 | -20%
CCOC(=O)c1c(C(=O)OCC)c(C)n(N2C(=O)CSC2=S)c1C | 4 | 5 | 2% | 1% | -2 | 0.1% | -1 | 8 | -10%
O=C(Nc1ccccc1)N1CC=C(c2ccc(F)cc2)CC1 | -2 | 17 | 1% | -1% | -10 | -1.6% | -4 | 8 | -5%
Cc1ccc(-n2cccn2)c(CN2CCCC(CNC(=O)c3ccc(F)cc3)C2)c1 (stereo not given) | -4 | 3 | -4% | -6% | 1 | 1.7% | 0 | -11 | -5%
Cc1ccc(S(=O)(=O)N2CCN(Cc3nnc(-c4c(-c5ccccc5)noc4C)o3)CC2)cc1 | -42* | 4 | -1% | -1% | -9 | 1.5% | x | -5 | 0%
Cc1cccc(-c2nc(CS(=O)CC(=O)NCCc3ccc(Cl)cc3)c(C)o2)c1 (stereo not given) | -26 | 8 | -1% | -7% | -1 | -2.7% | -1 | 1 | 2%
COc1ccc(OC)c(CNC(=O)Cc2c(C(=O)O)[nH]c3ccccc23)c1 | 3 | 1 | 0% | -3% | 0 | -1.8% | -3 | 0 | 1%
CCCn1c(SCC(=O)Nc2nnc(CC)s2)nnc1-c1ccco1 | -10 | 2 | -3% | -3% | 0 | -0.4% | -5 | 38* | 0%
COc1ccc(-n2ccc(=O)c(C(=O)O)n2)cc1 | -3 | 5 | -7% | -1% | -11 | -0.2% | 2 | -6 | -4%
O=C(CN1c2ccc(Br)cc2-c2ccccc2S1(=O)=O)N1CCCCC1 | 6 | 4 | 0% | -7% | -8 | 4.9% | 1 | -15 | 1%
CC(=O)n1cc(/C=C2/N=C(c3ccccc3)OC2=O)c2ccccc21 | -13 | 3 | -3% | -1% | -4 | -0.1% | -5 | 12 | 0%
CCOC(=O)c1c(C)nc2sc(C(N)=O)c(N)c2c1-c1ccccc1 | 3 | -1 | -6% | -6% | -5 | 3.4% | -2 | 11 | 0%
Cc1cc(C)n2nc(C(=O)NC3CCCc4ccccc43)nc2n1 (stereo not given) | 6 | 1 | 4% | -25% | -11 | 2.4% | -2 | 6 | -6%
COc1ccccc1NC(=O)CSc1nnc(-c2ccncc2)o1 | 19 | -1 | 0% | 4% | -5 | 2.7% | 7 | 19 | -10%
Cc1ccc(CN2C(=O)c3oc4ccc(C)cc4c(=O)c3C2c2ccc(O)cc2)cc1 (stereo not given) | -13 | -1 | -1% | 0% | 3 | -0.6% | -4 | 15 | -3%
COc1ccc(NC(=O)C2=C(C)Nc3ncnn3C2c2cccn2C)cc1 (stereo not given) | -6 | 9 | -5% | -14% | 1 | 0.0% | 0 | -9 | -3%
CN(C)C(=O)CSc1nnc(-c2cccnc2)n1-c1ccccc1 | 1 | 1 | -2% | -5% | -14 | 1.3% | -3 | -13 | -1%
O=C(Nc1ccc(NC(=O)c2ccccc2Cl)nc1)c1ccncc1 | -7 | 6 | 0% | -3% | -8 | -0.9% | -5 | 1 | 1%
N#Cc1ccc(N2Cc3ccccc3C2=NC(=O)c2cccs2)cc1 | -6 | 0 | 0% | 0% | -3 | 3.3% | -6 | 11 | -6%
N/C(=N\OC(=O)CCC1CCCCC1)c1ccccn1 | 5 | 1 | 1% | -7% | -1 | 3.8% | 0 | -7 | -1%
O=C(O)C1Cc2[nH]cnc2C(c2ccc(F)cc2)N1 (stereo not given) | 2 | 2 | -3% | -1% | 3 | -1.9% | 3 | -2 | -1%
O=C(NC(=S)Nc1ccccc1Cl)c1cncc(Br)c1 | 6 | 5 | -5% | 13% | -1 | 0.3% | -1 | -1 | -2%
O=C(c1cc(-c2cccs2)on1)N1CCN(c2ccc(F)cc2)CC1 | -17 | 1 | -9% | 0% | 1 | -2.3% | -7 | -3 | 1%
CC(Oc1ccccc1)C(=O)NC1CC(C)(C)NC(C)(C)C1 (stereo not given) | 5 | 3 | -2% | x | -9 | -0.3% | 3 | 7 | 0%
CCN=C(NCC)SC1CC(=O)N(CCc2ccccc2)C1=O (stereo not given) | x | x | -2% | -21% | -6 | x | x | x | 0%
Fc1ccc(CSc2nnc(-c3ccccn3)o2)cc1 | 4 | 4 | -7% | 1% | -1 | 0.1% | -1 | -2 | 1%
CCOc1ccc(S(=O)(=O)NCc2ccccn2)cc1NC(=O)c1ccccc1 | -5 | 1 | -4% | 2% | -7 | 2.5% | -8 | 10 | u
Cc1cc(-c2cccs2)nc(-n2cccc2)n1 | 38 | 9 | 5% | -6% | 1 | 2.8% | 11 | 7 | -7%
